# Screens as filed in PubChem.
# LANA DNA inh = inhibitors of KSHV LANA C-terminal domain DNA binding; AID 504423; MBP-C-LANA/FAM-LBS DNA binding, fluorescence polarization; hit rate 0.078% among 340,000; inhibition, % at 9 µM;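 active = highest replicate inhibition at or above 60% at 9 µM, even if other replicates fall short; inactive = all replicates below 60% inhibition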;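 also: 0% = neutral control wells and 100% = 4 µM acridine orange control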
# Cardiac RTF inh = cardiac RTF calcium desensitization; P19429+P45379; IANBD-labeled cardiac RTF, Ca2+ fluorescence; inhibition, % at 7.15 µM; hit rate 0.12% among 340,000; AID 493244;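 active = inhibition above the mean inhibition of all tested compounds plus 3 SD, cut at about 17% in these data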;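 also: assay run at fixed EC70 calcium of 1.6 mM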
# RTF Ca sens act = cardiac RTF calcium sensitization | P19429+P45379 | IANBD-labeled TnC RTF fluorescence at EC20 calcium; 0% EC20 calcium, 100% full calcium | activation, % at 7.2 µM | hit rate 0.24% among 340,000 | AID 493008;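 active = activation above the mean over all tested compounds plus 3 SD, cut at about 30% in these data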;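 also: rise in fluorescence read as greater calcium sensitivity of cardiac thin filaments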
# MOR-DOR inv ag = inverse agonists of human mu-delta opioid receptor heterodimerization; cell-based MOR-DOR heterodimer luminescence, inverse agonism; hit rate 0.21% among 340,000; inhibition, % at 9.3 µM; P35372+P41143; in the data active = inhibition above about 22%, passing the limit was not always enough;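 also: 0% = cells with DMSO and 100% = wells without cells with DMSO; values of inactives mirror those of a sister screen read the other way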
# Target sequence (P35372 whole entry, looked up): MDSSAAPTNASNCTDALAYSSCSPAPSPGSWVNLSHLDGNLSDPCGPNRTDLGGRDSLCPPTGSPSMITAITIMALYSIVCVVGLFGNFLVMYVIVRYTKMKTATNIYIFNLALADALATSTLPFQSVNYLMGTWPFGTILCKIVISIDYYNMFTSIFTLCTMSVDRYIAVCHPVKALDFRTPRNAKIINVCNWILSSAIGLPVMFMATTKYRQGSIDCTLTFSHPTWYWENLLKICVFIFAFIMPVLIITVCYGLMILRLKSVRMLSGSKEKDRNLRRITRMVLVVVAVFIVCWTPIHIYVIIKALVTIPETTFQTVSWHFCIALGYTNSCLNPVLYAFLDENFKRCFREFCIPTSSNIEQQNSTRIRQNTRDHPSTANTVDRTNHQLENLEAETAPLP
# Target sequence (P41143 whole entry, looked up): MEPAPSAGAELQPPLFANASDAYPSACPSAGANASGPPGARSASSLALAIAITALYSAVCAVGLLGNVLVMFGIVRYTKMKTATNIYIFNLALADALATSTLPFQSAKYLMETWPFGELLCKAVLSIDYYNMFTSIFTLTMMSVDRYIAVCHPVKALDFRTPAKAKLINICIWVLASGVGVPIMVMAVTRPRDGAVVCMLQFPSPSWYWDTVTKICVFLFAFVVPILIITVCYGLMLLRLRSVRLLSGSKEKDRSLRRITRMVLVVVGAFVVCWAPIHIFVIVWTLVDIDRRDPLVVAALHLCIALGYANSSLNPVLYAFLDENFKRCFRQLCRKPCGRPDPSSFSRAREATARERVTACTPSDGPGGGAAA
# Pemphigus Ab inh = human desmoglein-3 autoantibody binding inhibition. hit rate 0.48% among 310,000. AID 588358. DSG3-coupled beads, scFv-anti-DSG3-GFP binding, flow cytometry; active compounds read low. binding (percent of control), % at 10 µM. P32926;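 active = binding more than 3 SD below its plate's average and above zero; inconclusive = below that plate limit but binding exactly zero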;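 also: hits lower antibody fragment binding to DSG3; some compounds called inactive have numbers as strong as hits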
# Wnt act = activators of Wnt/beta-catenin signaling; AID 743398; activation, % at 9.35 µM; hit rate 1.2% among 300,000; Wnt/beta-catenin reporter cell assay, activator, plate reader; in the data active = activation above about 30%, passing the limit was not always enough; inconclusive = no clear call, values can overlap the other calls;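 also: 0% = neutral control wells and 100% = positive control wells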
# OPRM1-OPRD1 ag = agonists of human mu-delta opioid receptor heterodimerization | AID 504326 | hit rate 0.3% among 340,000 | P35372+P41143 | activation, % at 9.3 µM | cells, OPRM1-OPRD1 heterodimerization, luminescence; in the data active = activation above about 18%;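 also: 0% = vehicle-treated cells and 100% = reference agonist; values of inactives mirror those of a sister screen read the other way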
# Arrestin-AP2 inh = blocks beta-arrestin peptide binding to AP2 adaptin. FITC-arrestin peptide / GST-AP2 beads, flow cytometry; AP2 beta2 appendage carries R879A mutation. inhibition, % at 10 µM. hit rate 0.31% among 340,000;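 active = inhibition above a set limit, near 3 SD of compounds lacking own fluorescence, cut at about 54% in these data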;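 also: plate controls were DMSO wells for no effect and 5 µM unlabelled arrestin peptide for full effect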
#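 Material – AP2 appendage R879A on GSH beads · Buffer or medium – PBS with 0.05% Tween 20 and 0.1% BSA · Probe or stimulus – fluorescein-tagged arrestin peptide at 50 nM final · Incubation – compound with beads 12 min RT, then probe 1 h RT · Detection – high-throughput flow cytometry of beads, ex 488, em 535 nm · Evaluation – percent response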
# V-ATPase pHluor = yeast V-ATPase proton transport regulation by pHLuorin | hit rate 0.37% among 350,000 | S. cerevisiae, pHLuorin cytosolic pH fluorescence | response, % at 10 µM; in the data active = response mostly above about 7.3%, no sharp cut-off; inactive = mostly below about 5.4%; also: actives read high; inactives centre near 0; some compounds called inactive have numbers as strong as hits; reference of the scale not given here
# Keap1-Nrf2 PPI = inhibitors of human Keap1-Nrf2 protein-protein interaction. Q14145. Keap1 Kelch-Nrf2 peptide fluorescence polarization, 1536-well. inhibition, % at 9.4 µM. hit rate 0.15% among 340,000; in the data active = inhibition above about 12%; inconclusive = no clear call, values can overlap the other calls; inactive = below about 7.3%;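 also: human Keap1 Kelch domain with fluorescein labeled Nrf2 9mer peptide probe; 0% = neutral control wells and 100% = peptide positive control; higher means more block of Keap1 binding to Nrf2 peptide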
# * = called active by the depositor; ? = inconclusive; nt = not tested or not shown. Not a hit list; any-hit rate near 3.1%.
SMILES,LANA DNA inh,Cardiac RTF inh,RTF Ca sens act,MOR-DOR inv ag,Pemphigus Ab inh,Wnt act,OPRM1-OPRD1 ag,Arrestin-AP2 inh,V-ATPase pHluor,Keap1-Nrf2 PPI
CCOC(=O)N1CCN(C(=O)c2cnn(-c3ccccc3)c2NC(=O)c2ccccc2F)CC1,-0.7,-8.3,-0.7,-9.0,102.3,-0.3,1.4,4.3,1.0,-3.6
CC(C)(C)OC(=O)C(C)(C)O/N=C(\C(=O)O)c1csc(N)n1,-0.7,-6.3,2.9,12.8,99.5,-0.4,-2.5,3.5,-1.1,0.1
C1=C(c2ccco2)N2CCN=C2S1,-0.5,0.8,6.2,-2.5,106.1,0.2,0.4,-2.5,-7.4,-4.0
C=CCNC(=O)CCCCC(=O)NCC=C,2.5,-13.7,0.0,4.8,115.3,-1.7,-1.0,3.6,2.2,-0.2
CCOC(=O)N1CCN(c2ccccc2O)CC1,0.7,-7.1,-3.9,11.1,93.4,-3.8,-2.0,1.6,-1.9,-1.8
COc1ccccc1-c1nnc(SCC(=O)N2CCCCC2)o1,0.8,-1.7,-2.3,11.1,100.0,2.3,-2.2,25.1,6.9,-2.8
CCN1CCCC1CNC(=O)C(=O)NCCc1ccc(OC)c(OC)c1 (stereo not drawn),-0.5,-12.5,2.0,-4.5,90.9,-0.3,0.8,15.0,-0.8,-3.0
CC(=O)c1[nH]c(C)c(C(=O)N2CCCC(Nc3ccc(C(C)C)cc3)C2)c1C (stereo not drawn),2.6,-4.7,4.3,4.3,105.0,0.0,-1.3,31.5,3.1,0.8
COc1ccc(NC(=O)Cc2coc3cc(C)ccc23)cc1S(=O)(=O)N1CCOCC1,-2.1,-13.0,-6.6,-1.1,95.7,nt,0.2,-10.6,0.4,-2.9
COc1cc(OC)c(OC)cc1CNCC1COc2ccccc2O1 (stereo not drawn),-2.9,-8.9,3.8,-1.5,109.3,?,0.3,45.2,-5.9,-4.0
Nn1c(SCC(=O)NC2CCCc3ccccc32)nnc1C1CC1 (stereo not drawn),-0.3,-3.8,2.3,5.1,97.7,0.6,-1.3,29.9,-0.9,6.2
O=C(O)c1cc(-c2ccco2)nn1-c1cccc(Cl)c1,17.0,1.2,1.1,7.5,nt,-0.5,-1.6,16.4,0.0,-1.9
Cc1oc2c(O)c(O)ccc2c(=O)c1-c1ccc(Cl)cc1,2.8,2.8,1.3,-2.0,109.0,-5.0,0.4,36.0,3.1,0.1
CCOc1ccc(-c2n[nH]c(=S)n2/N=C/c2cc3c(cc2[N+](=O)[O-])OCO3)cc1,0.9,-17.7,-1.9,-17.3,93.8,-6.5,3.3,0.7,-8.1,-3.7
OCCCNc1nc(-c2ccccc2)c2cc(Br)ccc2n1,0.3,-3.6,-5.3,-12.6,76.5,-2.5,2.3,1.1,2.8,-6.2
O=C(Nc1ccccc1F)C1CCN(C(=O)NC2CCCCC2)CC1,0.5,11.4,-0.5,9.5,90.2,-0.4,-1.8,20.1,0.8,0.0
COc1cccc(OC)c1C(=O)Nc1cc2c(cc1N1CCOCC1)n(C)c(=O)n2C,0.6,3.0,3.5,3.2,93.6,-0.5,-0.6,-2.5,2.3,4.9
CCO/N=C(\C)c1c(O)cc(C(C)C)n(-c2ccccc2)c1=O,0.0,4.0,3.3,14.1,93.0,-1.3,-2.7,23.1,0.0,0.1
O=C(Nc1cc2c3c(c1)CC(=O)N3CCC2)c1ccccc1C(F)(F)F,1.8,-9.6,-2.9,10.0,98.3,1.4,-1.6,7.5,-1.9,-0.9
O=C1NC(=S)N/C1=C/c1cccc([N+](=O)[O-])c1,-0.3,4.2,-1.8,-3.6,101.9,6.1,0.6,-5.9,0.5,-4.8
COc1ccc(C2C(C(=O)Nc3cccc(C)n3)c3ccccc3C(=O)N2C)cc1 (stereo not drawn),-0.7,5.2,1.9,17.2,99.8,nt,-3.1,6.8,-2.7,0.0
O=C(Nc1nc2ccc(S(=O)(=O)N3CCCCC3)cc2s1)C1CCCO1 (stereo not drawn),1.7,-3.2,4.3,-4.5,103.2,-3.9,0.8,20.8,-2.1,-1.5
COc1ccc(C)cc1S(=O)(=O)N(C)CC(=O)NCc1ccco1,-0.5,-5.1,-3.5,13.5,119.7,nt,-3.0,14.3,-5.9,-10.6
Cc1ccc(C)c(NC(=O)CN2C(=O)NC(CCc3ccccc3)C2=O)c1 (stereo not drawn),-0.3,3.9,5.1,13.8,nt,3.0,-2.9,1.4,-0.3,-4.8
Cc1ccc(OCC(=O)NC(C)c2ccccc2)c([N+](=O)[O-])n1 (stereo not drawn),0.9,-0.7,-0.3,6.2,102.0,-0.3,-1.2,-9.4,-1.2,-1.5
O=C1CC(c2ccccc2)CC(O)=C1C=NCC1CCCO1 (stereo not drawn),1.4,-14.2,0.8,11.6,102.9,nt,-2.1,5.1,2.1,-2.5
CCCOc1cccc(C2/C(=C(/O)c3ccc4c(c3)CC(C)O4)C(=O)C(=O)N2CCN2CCOCC2)c1 (stereo not drawn),-0.4,-2.0,-1.1,0.3,nt,1.2,-0.1,35.5,0.4,-2.8
COc1cc(C(=S)N2CCCCC2)ccc1O,0.9,-1.3,-4.2,-12.5,101.9,nt,2.0,15.7,0.4,-1.0
Cc1nc2c3cc(Cl)ccc3n(CCN3CCOCC3)c2s1,-1.9,-3.7,-1.1,20.9,nt,-0.5,-4.3,2.2,-2.6,2.4
Cc1cc2nc3n(c2cc1C)CCCN3,3.3,-2.1,-1.8,10.3,124.3,0.2,-2.0,2.9,-1.7,3.6
COc1ccc(-c2nnc(SCC(=O)NCc3ccco3)n2C)cc1,-1.0,0.1,1.0,-1.7,103.1,-3.1,0.3,23.7,-4.4,-1.4
COc1cc(/C=C(/NC(=O)c2ccccc2)C(=O)Nc2ccccc2)c([N+](=O)[O-])cc1OC,0.9,-1.8,-8.6,15.4,85.3,-0.8,-3.0,-0.8,0.0,3.7
NS(=O)(=O)c1ccc(CCNC(=O)CCCOc2ccccc2)cc1,1.1,0.7,3.2,5.5,102.3,-1.9,-1.0,18.4,-1.7,-3.0
Cc1cc([N+](=O)[O-])nn1CC(=O)NNC(=S)Nc1ccc(Cl)cc1,0.6,-0.7,-5.3,13.9,105.0,-2.2,-2.5,-1.2,-0.1,-2.3
Cc1c(NC(=S)NC(=O)c2cccc3ccccc23)cccc1C(=O)O,1.1,-8.2,-3.8,7.3,100.8,-2.3,-1.4,-9.4,1.3,-0.2
COCCN(CCOC)C(=O)CSc1ccc(S(=O)(=O)N2CCN(C)CC2)cn1,0.1,-8.3,1.8,-137.9,91.6,-1.3,32.1*,-2.7,2.0,-3.2
COc1cccc2cc(-c3nnc(SCC(=O)Nc4cc(C(F)(F)F)ccc4Cl)n3N)oc12,1.4,-12.9,1.6,-50.0,102.2,nt,10.1,-0.7,-0.5,5.0
CCn1c(SCC(=O)N2CCC(C)CC2)nc2c(c1=O)SCC2,-1.1,-0.4,0.9,14.4,109.3,0.8,-2.7,42.1,0.2,-2.5
Cc1ccc(Oc2ccc(NC(=O)C3=CC=CN4CCS(=O)(=O)N=C34)cc2)cc1,-1.5,-1.3,2.5,7.5,96.3,-0.8,-1.9,-3.0,-2.1,-3.6
Nc1c2c(nc3ccc(Br)cc13)N(c1ccccc1)CC2,-0.7,-15.3,-19.0,-1.7,114.7,nt,0.3,13.1,-2.5,-5.6
O=c1c2c(nc3n1CCCCC3)sc1c(O)cccc12,-0.2,0.6,0.5,18.7,124.6,4.3,-4.4,2.1,-1.7,-5.1
Cn1c(NCc2cccc(Br)c2)nc2ccccc21,-0.1,-35.6,-3.2,-6.5,nt,5.5,1.2,18.0,-1.4,2.9
CN1CCCN(S(=O)(=O)c2cccc(C#N)c2)CC1,1.5,-10.8,-2.5,10.0,97.8,-1.0,-2.2,0.1,1.5,-3.3
COc1ccc(NC(=O)C2Cc3cc(S(=O)(=O)N4CCCCC4)ccc3N2C(C)=O)cc1Cl (stereo not drawn),-0.6,-4.8,-3.0,9.0,100.8,0.3,-1.6,-0.4,-3.2,0.0
CN1C(=S)SC(N(O)C(=O)NC2CCCCC2)C1(C)C (stereo not drawn),0.5,-4.9,-1.9,-5.5,105.5,nt,1.1,-3.2,-0.3,-0.6
CCCOc1ccc(C(=O)NC(=S)Nc2nc3ccccc3s2)cc1,-1.9,-8.9,6.8,16.0,120.8,14.0,-3.5,-16.7,-0.3,-1.9
COc1cc(C(=O)NCCC(=O)NC2CCCc3ccccc32)cc(OC)c1OC (stereo not drawn),1.1,0.8,-3.4,22.6,95.7,0.3,-4.5,-5.3,-0.5,-0.1
CCC(=O)Nc1nc2ccc3sc(C)nc3c2s1,3.5,-5.1,3.2,3.0,114.3,3.5,-0.6,1.4,-0.4,-0.5
Cc1ccc(C(=O)NCc2ccco2)c(C)c1,-1.6,-9.9,-6.7,1.5,98.1,4.3,-0.3,6.5,-1.6,-5.8
O=C(c1ccccc1)c1ccccc1C(=O)N1CCCC1,2.1,-7.2,1.1,4.6,98.5,nt,-0.9,5.5,3.2,-4.9
COC(=O)CNc1nc(Cl)nc(Nc2ccc(C)cc2)n1,1.2,3.8,0.3,3.2,101.2,-1.7,-0.6,15.2,4.3,-4.8
COC(=O)c1n[nH]n(-c2ccc(F)c(Cl)c2)c1=O,nt,nt,nt,nt,100.8,-1.2,nt,-2.3,4.5,nt
O=c1[nH]ncc2c3ccccc3n(Cc3ccccc3F)c12,0.3,-5.3,3.6,11.1,104.9,nt,-1.9,15.3,6.3,0.5
Cc1ccccc1CSCC(=O)Nc1ccccc1Br,-0.4,-9.6,2.1,-17.1,92.5,2.1,3.7,-7.6,0.3,0.2
CCN1CCN(c2ccc(S(=O)(=O)N3CCCCC3)cc2N)CC1,4.0,-4.3,-1.1,3.2,108.2,-3.5,-0.8,-0.3,0.6,-6.3
O=C(O)c1ccc(S(=O)(=O)N(Cc2ccccc2)C2CCCCC2)cc1,0.0,-3.4,7.8,19.5,89.6,-0.8,-3.8,-9.0,4.2,-6.8
Cc1ccc(-c2nc(-c3ccncc3)no2)cc1Cl,-2.4,2.3,2.8,3.4,123.9,8.5,-0.7,3.1,8.0,-0.2
CC1CC(C)CN(S(=O)(=O)c2cccc(C(=O)OCCN3CCCC3=O)c2)C1 (stereo not drawn),2.7,-0.6,-2.5,13.5,nt,nt,-3.3,-9.4,3.1,-1.4
O=C(O)CC/C(=N\NC(=O)c1ccccc1)c1cccs1,0.6,-5.4,4.2,6.3,111.9,4.7,-1.3,30.0,0.2,-3.1
